Screens: PubChem, several laboratories
GSK3 alpha inh: human GSK-3 alpha kinase inhibition; AID 2650; P49840; inhibition, % at 10 µM; hit rate 0.1% among 320,000; ADP-Glo luminescence, 60 min;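 in the data active = inhibition above about 50%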;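 note: GST-tagged GSK-3 alpha with peptide substrate and 25 µM ATP; 0% = DMSO neutral wells and 100% = GW8510 positive control wells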
KCNK3 inh: human KCNK3 channel inhibition, primary screen; CHO-KCNK3 thallium flux, FluxOR fluorescence; stronger effect = lower value; B-score at 10 µM; hit rate 0.84% among 340,000;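 active = B-score under library mean minus 4 SD, starting fluorescence ratio at most library mean plus 5 SD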;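 note: more negative B-score means stronger inhibition of thallium flux through KCNK3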
GSK3B inh: inhibitors of human GSK3beta kinase; GST-GSK3beta kinase, ADP-Glo luminescence, 60 min; stronger effect = lower value; AID 2097; P49841; hit rate 0.038% among 300,000; activity score (negative = inhibition), % at 10 µM;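 active = more than half of replicate wells score below -50%, meaning over 50% inhibition versus plate controls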;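 note: 0% = median DMSO wells and -100% = median GW8510 positive control wells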
Target sequence (P49841 whole entry, looked up): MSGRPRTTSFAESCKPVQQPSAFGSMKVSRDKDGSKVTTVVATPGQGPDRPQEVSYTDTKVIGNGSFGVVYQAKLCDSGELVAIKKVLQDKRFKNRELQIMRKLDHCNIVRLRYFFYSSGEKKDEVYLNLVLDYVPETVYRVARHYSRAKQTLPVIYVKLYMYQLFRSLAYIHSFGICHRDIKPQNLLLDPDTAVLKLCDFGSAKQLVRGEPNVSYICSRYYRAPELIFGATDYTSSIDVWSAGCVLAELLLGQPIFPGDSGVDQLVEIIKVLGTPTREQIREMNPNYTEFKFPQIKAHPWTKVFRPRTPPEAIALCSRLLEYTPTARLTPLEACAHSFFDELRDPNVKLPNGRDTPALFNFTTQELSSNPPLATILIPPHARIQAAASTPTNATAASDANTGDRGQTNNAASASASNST
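test system = GST-tagged human GSK3beta kinase, cell-free | reagent = 25 µM ATP with peptide substrate | dosing = one dose of 10 µM per compound | schedule = 60 min reaction, RT | detection = luminescent ADP-Glo measurement of ADP formed | control set = DMSO neutral wells and GW8510 at 20 µM as positive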
DYRK1A inh: inhibitors of rat Dyrk1A kinase; Q63470; hit rate 0.43% among 310,000; AID 504441; inhibition, % at 12.5 µM; ADP-Glo luminescence, NFATc1 peptide; in the data active = inhibition above about 50%;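 note: plate controls were vehicle with enzyme for no effect and no enzyme for full effect; many of its hits are not listed in these tables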
RGS4 inh: human RGS4 inhibition; HEK293 M3R/RGS4 inducible, Fluo-4 calcium flux; stronger effect = higher value; triggered by carbachol at its EC20; B-score at 10 µM; P49798; hit rate 0.45% among 310,000;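 active = B-score, a plate-corrected calcium signal, over three deviations above library mean, with baseline fluorescence within five deviations of library mean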;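 note: RGS4 expression induced by doxycycline in cells with stable M3 receptor; B-score is computed from the integrated fluorescence ratio over baseline after carbachol; higher B-score means a larger calcium signal and so more RGS4 inhibition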
Target sequence (P49798 whole entry, looked up): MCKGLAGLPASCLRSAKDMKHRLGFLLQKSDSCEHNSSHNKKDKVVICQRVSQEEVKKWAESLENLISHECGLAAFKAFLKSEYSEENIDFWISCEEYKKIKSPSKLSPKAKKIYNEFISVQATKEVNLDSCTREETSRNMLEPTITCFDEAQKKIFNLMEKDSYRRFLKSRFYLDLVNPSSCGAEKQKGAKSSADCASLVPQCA
RGS4 act: RGS4 potentiation or activation. HEK293 M3R/inducible RGS4, carbachol calcium flux Fluo4; stronger effect = lower value. B-score at 10 µM. hit rate 0.92% among 310,000;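 active = B-score of the integrated calcium signal more than 4 SD below the library mean, with starting fluorescence not abnormally high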;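 note: negative B-score means reduced calcium response which marks RGS4 activation or potentiation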
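Detection: kinetic calcium fluorescence imaging with Fluo4-AM dye, 2 µM / Material: HEK293 cells with stable M3R and inducible RGS4 / Schedule: recording 10 s baseline at 1 Hz, 100 s post-agonist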
KCNQ1 block: inhibitors of human KCNQ1 potassium channel; P51787; CHO-K1 KCNQ1, FluxOR thallium flux fluorescence; stronger effect = higher value; B-score at 10 µM; hit rate 1.3% among 310,000; AID 2642;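 active = compounds whose thallium flux B-score, printed positive for inhibition, exceeds three library SD while starting fluorescence stays within three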;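 note: channel opened by potassium depolarization with thallium stimulus after 20 min compound exposure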
hERG rescue: shields human hERG channel from block by proarrhythmic agents; CHO-hERG, FluxOR thallium flux, dofetilide IC70 present; activation (rescue from dofetilide block), less the hit threshold, % at 10 µM; Q12809; hit rate 0.51% among 310,000;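 active = activation above the mean of controls blocked by dofetilide plus 5 SD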;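 note: thallium influx through hERG after potassium depolarization seen as dye fluorescence rise; in these data hits start at about 4.7%; inactives centre near -7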
KCNK9 inh: blocks the human KCNK9 two-pore domain potassium channel; hit rate 1.2% among 310,000; HEK293 KCNK9, FluxOR thallium flux fluorescence; stronger effect = lower value; Q9NPC2; B-score at 10 µM;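 active = ratio B-score over 3 SD below the library mean, with starting fluorescence within 5 SD of its mean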;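 note: negative B-score means less thallium flux so channel inhibition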
Target sequence (Q9NPC2 whole entry, looked up, the tested form may be a part): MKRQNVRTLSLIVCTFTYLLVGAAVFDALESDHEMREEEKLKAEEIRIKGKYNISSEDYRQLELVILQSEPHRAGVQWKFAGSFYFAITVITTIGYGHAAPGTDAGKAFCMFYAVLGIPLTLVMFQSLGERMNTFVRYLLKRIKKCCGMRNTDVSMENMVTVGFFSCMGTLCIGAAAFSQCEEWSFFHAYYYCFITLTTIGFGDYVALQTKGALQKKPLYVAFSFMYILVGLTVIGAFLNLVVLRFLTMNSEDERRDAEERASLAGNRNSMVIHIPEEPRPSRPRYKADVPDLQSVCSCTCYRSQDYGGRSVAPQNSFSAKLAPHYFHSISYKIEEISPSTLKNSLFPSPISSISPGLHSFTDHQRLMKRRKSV
PolyA inh: inhibitors of polyadenylation in S. cerevisiae. S. cerevisiae SKY197-pL101 polyadenylation reporter, beta-gal luminescence; efflux-impaired pdr1/pdr3 knockout yeast; score 100 = 6 SD above DMSO. calls only at 12 µM. hit rate 0.02% among 300,000;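 active = lowest replicate activity score at least 50, where 100 means six control SD above control mean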;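 note: yeast exposed to compound for 9 h at 30 °C; higher score means more reporter readthrough which indicates perturbed polyadenylation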
KCNQ1 pot: potentiators or activators of human KCNQ1 potassium channel | hit rate 0.35% among 310,000 | AID 2648 | CHO-K1 KCNQ1, thallium flux FluxOR fluorescence; stronger effect = higher value | B-score at 10 µM;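 active = fluorescence ratio B-score, a plate-corrected score, at least three library SD, with initial intensity B-score within 5 SD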
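Assay system: CHO-K1 cells stably expressing KCNQ1; Medium: assay buffer with matched DMSO; Also added: K+/Tl+ depolarizing stimulus; Dosing: single dose; Timing: dye 90 min, compound 20 min, room temperature; Measured by: kinetic FluxOR thallium fluorescence, 10-s 1-Hz baseline, 110-s post-stimulus read; Read-out: peak-minus-minimum fluorescence over initial fluorescence, negative-control normalized, B-scored.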
The depositor's hits bear a star; i = inactive; · = not tested or not shown; & = joins results of further samples. The list is partial. The share of hits here may be higher or lower than overall.

SMILES	GSK3 alpha inh	KCNK3 inh	GSK3B inh	DYRK1A inh	RGS4 inh	RGS4 act	KCNQ1 block	hERG rescue	KCNK9 inh	PolyA inh	KCNQ1 pot
CCc1cccc(CC)c1-n1c(SCC(=O)N2CCc3ccccc3C2)nnc1-c1cccnc1	0	i	1	-8	i	i	i	-9	i	i	i
COc1ccccc1N1CCN(CCN(C(=O)C2CCCCC2)c2ccccn2)CC1	-2	i	0	0&9	i	i	i	-7	i	i	i
C=CCOc1ccccc1/C=C/C(=O)O	-1	i	-3	-3	i	i	i	-4	i	i	i
COc1ccc(C)cc1CN1C(=O)c2ccccc2C1=O	-5	i	2	-3	i	i	i	-4	i	i	i
COc1ccc(NC(=O)CN(C)CC(=O)Nc2cccc(C(C)=O)c2)cc1	-2	i	-23	-1	i	i	i	-3	i	i	i
CC(C)N(Cc1nc(-c2ccccc2)no1)C(=O)CN1C(=O)c2ccccc2C1=O	-2	i	-2	1	i	i	i	-5	i	i	i
Cc1ccc(-c2ccc(OC(=O)c3ccc(=O)[nH]c3)c(C)c2)cc1	-3	i	-1	0	i	i	i	-5	i	i	i
CCOC(=O)Cn1nnc(-c2cccc(OC)c2)n1	-1	i	-2	1	i	i	i	-1	i	i	i
CNC(=O)c1cc(S(=O)(=O)NC2CCCCCC2)ccc1C	·	i	-3	-3	i	i	i	-5	i	i	i
O=C(CN1CCN(c2ccccn2)CC1)NC(=O)NC1CCCCC1	0	i	3	4	·	·	·	·	·	i	·
CCOc1ccc(NC(=O)N(c2ccccc2)c2ccccc2)cc1	-4	i	·	-3	i	i	i	-4	i	i	i
COc1cccc(CN2CCN(Cc3cc(OC)c(OC)cc3OC)CC2)c1	-2	i	2	-1	i	i	i	-3	i	i	i
Cc1cccc(C)c1OCC(=O)Nc1ccc(NC(=O)c2ccco2)cc1	-2	i	-3	4	i	i	i	-12	i	i	i
COc1ccc(NC(=O)C2CCOC2=O)cc1 (configuration not stated)	-3	i	3	5	i	i	i	-10	i	i	i
COc1ccc(CC(=O)Nc2ccccc2C(C)=O)cc1S(=O)(=O)N1CCOCC1	·	i	3	0	i	i	i	-15	i	i	i
CC(=O)C1=C(C)NC(SCC(=O)c2ccccc2)=C(C#N)C1CC(C)C (configuration not stated)	0	i	2	3	i	i	i	-12	i	i	i
O=C(COC(=O)[C@@H]1CC(O)CN1S(=O)(=O)c1ccc([N+](=O)[O-])cc1)NC12CC3CC(CC(C3)C1)C2 (some centres not stated)	-1	i	0	-2	i	i	i	-10	i	·	i
O=C(O)CN1C2=NCCCN2c2ccccc21	0	i	2	0	i	i	i	-1	i	i	i
O=C(Nc1ccc(F)cc1F)C1CCN(S(=O)(=O)c2cccnc2)CC1	-1	i	8	0	i	i	i	-4	i	i	i
O=c1c2ccccc2nc(COc2ccccc2)n1/N=C/c1ccco1	-3	i	2	18	i	i	i	-19	i	i	i
O=C(O)CCc1nc(-c2cccs2)no1	-6	i	3	1	i	i	i	-2	i	i	i
O=C(NC1CCCCC1)C1COc2ccccc2O1 (configuration not stated)	-2	i	2	1	i	-7.6*	i	-9	i	i	i
CCOCC(=O)Nc1cc(C(=O)OC)ccc1C(=O)OC	-3	i	0	6	i	i	i	1	i	i	i
C[C@]12C=CC(=O)C=C1CC[C@@H]1[C@@H]2[C@@H](O)C[C@@]2(C)[C@H]1CC[C@]2(O)C(=O)COC(=O)CCC(=O)O	-4	i	-2	9	i	i	i	-6	i	i	i
Cc1occc1C(=O)/C(C#N)=C/c1ccc(O)c(Br)c1	-1	i	1	67*	i	i	11*	-25	i	i	i
Cc1cccc2nc(CSc3ncccc3C(=O)O)cn12	-4	i	1	4	i	i	i	-13	i	i	i
CCOc1ccc(Nc2cc(C)nc3c(C)cccc23)cc1	-27	i	3	-1	i	i	i	-9	i	i	i
CCCc1c(C(=O)Nc2cc(C)on2)cnn1-c1ccccc1	0	i	-3	·	i	i	i	-11	i	i	i
COC(=O)c1c(NC(=O)C(=O)N2CCCCC2)sc2c1CC(C)(C)OC2	2	i	5	3	i	i	i	-10	i	i	i
COc1ccc(NC(=O)Nc2cc3oc4ccccc4c3cc2OC)cc1	-2	i	3	1	i	i	i	-6	i	i	i
Cc1nc2ccccc2nc1OCC(=O)Nc1ccc(F)cc1	1	i	-5	-2	i	i	i	-1	i	i	i
COC(=O)C1CCN(C(=O)/C=C/c2ccc3c(c2)OCO3)CC1	-1	i	2	15	i	i	i	-2	i	i	i
O=C(Oc1ccc2ccc(=O)oc2c1)c1cccs1	-1	i	2	3	i	i	i	-5	i	i	i
CC(=O)N1CCC2(CC1)C(C#N)=C(N)OC1=C2C(=O)CC(C)(C)C1	-2	i	4	-6	i	i	i	-5	i	i	i
O=C(c1ccc2c(=O)n(Cc3ccccc3)c(=S)[nH]c2c1)N1CCCC1	-2	i	·	9	i	i	i	-7	i	i	i
Cc1nn(CCO)c(N)c1C1(O)C(=O)Nc2c(Cl)cc(Cl)cc21 (configuration not stated)	-1	i	3	-1	i	i	i	-9	i	i	i
CCS(=O)(=O)N1Cc2ccccc2CC1C(=O)NCc1cccc(OC)c1 (configuration not stated)	·	i	-1	-5	i	i	i	-6	i	i	i
CC(C)CCC(CC(C)O)c1n[nH]c(=S)n1-c1ccccc1 (configuration not stated)	-2	i	0	-9	i	i	i	-5	i	i	i
CC1=C(C)/C(=N/OC(=O)c2cccc([N+](=O)[O-])c2)C=CC1=O	4	i	-3	-6	i	i	i	-10	i	i	i
CC(=O)c1ccc(NS(=O)(=O)c2ccc3c(c2)N(C)CCO3)cc1	-1	i	-1	-4	i	i	i	-11	i	i	i
CCCNC(=O)c1c(C)cc(=O)oc1C	1	i	-1	11	i	i	i	-6	i	i	i
Cc1ccc2c(c1)cc1c(=O)n(CC(=O)N(C)c3ccccc3)nc(C)n12	-1	i	5	6	i	i	i	-8	i	i	i
Cc1ccc(/C=N/Nc2ccc3c(C(F)(F)F)cc(C(F)(F)F)nc3n2)cc1	1	i	0	3	i	i	i	-8	i	i	i
COc1cc(C2c3c(-c4ccccc4)n[nH]c3C(=O)N2c2ccccc2)ccc1O (configuration not stated)	2	i	-4	8	i	i	i	-32	i	i	i
O=C(COC(=O)c1nc(Cl)ccc1Cl)NCCc1ccccc1	-2	i	1	20	i	i	i	-10	i	i	i
CCC1CCCCN1C(=O)CSc1nnc(CNC(=O)COc2ccc(Cl)cc2)o1 (configuration not stated)	1	i	0	0	i	i	i	-6	i	i	i
O=[N+]([O-])c1ccc(N2CCOCC2)cc1NCCCO	0	i	-3	11	i	i	i	-2	i	i	i
Cn1ncc2nc[nH]c(=O)c21	-3	i	-2	2	i	i	i	-4	i	i	i
CNCC(O)CN1CCN(c2ccccc2OC)CC1 (configuration not stated)	-1	i	4	6	i	i	i	-9	i	i	i
O=C1CC(c2cccs2)CC(O)=C1C=NCCN1CCNCC1 (configuration not stated)	-2	i	-1	-4	i	i	i	0	i	i	i

Additional records follow:
SMILES	GSK3 alpha inh	KCNK3 inh	GSK3B inh	DYRK1A inh	RGS4 inh	RGS4 act	KCNQ1 block	hERG rescue	KCNK9 inh	PolyA inh	KCNQ1 pot
C=C(C)c1cccc(C(C)(C)NC(=O)N(C)C2CCN(C)CC2)c1	·	i	0	-2	i	i	i	-3	i	i	i
O=c1c(-c2ccccc2)c(O)nc2ccccn12	-3	i	0	11	i	i	i	4	i	i	i
COc1cccc(CNc2nc3ccccc3n2CCN2CCCCC2)c1	-2	i	-1	-3	i	i	i	-10	i	i	i
O=C(Nc1ccc(OC(F)(F)F)cc1)C1=NCCN1	-2	i	1	-6	i	i	i	-5	i	i	i
Cn1nc(C(F)(F)F)c(C(=O)Nc2ccc(F)cc2F)c1Sc1cccc(C(F)(F)F)c1	-1	i	1	-1	i	i	i	-6	i	i	i
CCNC(=O)N1c2ccc(OCC)cc2C(C)=CC1(C)C	1	i	0	0	i	i	i	-10	i	i	i
O=C(COC(=O)C1=COCCO1)Nc1ccc(Oc2ccccc2)cc1	-2	i	1	-7	i	i	i	-13	i	i	i
Cc1cc(C)n(-c2nc3c(c(=O)[nH]c(=O)n3C)n2CC(O)COc2ccc(Cl)cc2Cl)n1 (configuration not stated)	-14	i	1	3	i	i	i	-10	i	i	i
O=C(Nc1ccccc1C(=O)NCCCN1CCOCC1)c1ccc(F)cc1	1	i	0	2	i	i	i	-2	i	i	i
O=C(NCc1cccnc1)c1cnc2ccccc2n1	-2	i	3	11	i	i	i	-10	i	i	i
COc1ccc2c(C)cc(SCn3nnc4ccccc4c3=O)nc2c1	-2	i	2	4	i	i	i	-7	i	i	i
COc1ccc(S(=O)(=O)N(CC(C)C)C2CCS(=O)(=O)C2)cc1OC (configuration not stated)	-2	i	1	2	i	i	i	-11	i	i	i
CCOC(=O)c1ccc(NC(=S)NN2CCN(C)CC2)cc1	-1	i	1	-3	i	i	i	-4	i	i	i
CCC(=O)N=c1sc2c(C)cc(C)cc2n1CC(=O)OC	-1	i	4	15	i	i	i	-6	i	i	i
S=C(Nc1ccccc1Oc1ccccc1)NC1CCCC1	-2	i	2	-4	i	i	i	-2	i	i	i
O=[N+]([O-])c1cc(Cl)ccc1N1CCCC1	-2	i	3	-3	i	i	i	-8	i	i	i
CS(=O)(=O)c1ccccc1C(=O)NC1CCCc2ccccc21 (configuration not stated)	-1	i	2	2	i	i	i	-11	i	i	i
COc1ccc(N2C(=O)CC(N3CCN(C(=O)c4ccco4)CC3)C2=O)cc1 (configuration not stated)	-3	i	0	-1	i	i	i	-7	i	i	i
CNc1oc(-c2cccs2)nc1S(=O)(=O)c1ccccc1	-2	i	-2	6	i	i	i	-8	i	i	i

One compound at a time, from the list above. Screens in order: GSK3 alpha inh, KCNK3 inh, GSK3B inh, DYRK1A inh, RGS4 inh, RGS4 act, KCNQ1 block, hERG rescue, KCNK9 inh, PolyA inh, KCNQ1 pot
CCC(=O)N=c1sc2c(C)cc(C)cc2n1CC(=O)OC across the screens: -1, i, 4, 15, i, i, i, -6, i, i, i
CCNC(=O)N1c2ccc(OCC)cc2C(C)=CC1(C)C across the screens: 1, i, 0, 0, i, i, i, -10, i, i, i
